yeast rad50 – NCI yeast anticancer drug screen, S. cerevisiae rad50 strain. hit rate 10% among 79,000. % growth inhibition at 50 µM. AID 155;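 also: 0% = growth of vehicle-only cultures of the same strain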
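Readout: growth inhibition relative to vehicle-treated cultures. Compound exposure was carried out in a genetically defined yeast strain deficient in DNA damage repair.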
yeast mec2-1 – NCI yeast anticancer drug screen, S. cerevisiae mec2-1 strain | growth inhibition, % at 50 µM | hit rate 9% among 79,000 | AID 157;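 also: 0% = growth of vehicle-only cultures of the same strain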
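Each compound was tested on mec2-1 yeast, a strain altered in DNA damage repair or cell cycle control. Growth inhibition is reported relative to vehicle.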
mlh1 rad18 – NCI yeast anticancer drug screen, S. cerevisiae mlh1 rad18 strain | hit rate 11% among 79,000 | AID 175 | growth inhibition, % at 50 µM;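 also: 0% = growth of vehicle-only cultures of the same strain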
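Cells of a genetically altered yeast strain, deficient in DNA damage repair, were treated with compound. Their growth was then compared with that of vehicle-treated cultures to give inhibition.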
yeast cln2 rad14 – NCI yeast anticancer drug screen, S. cerevisiae cln2 rad14 strain | growth inhibition, % at 50 µM | hit rate 8.3% among 78,000 | AID 165;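 also: 0% = growth of vehicle-only cultures of the same strain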
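Each compound was tested on cln2 rad14 yeast. Inhibition of growth was calculated against vehicle-exposed controls.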
sgs1 mgt1 – NCI yeast anticancer drug screen, S. cerevisiae sgs1 mgt1 strain. % growth inhibition at 50 µM. hit rate 10% among 78,000;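 also: 0% = growth of vehicle-only cultures of the same strain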
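Mutant yeast exposed to compound; growth scored against vehicle-only wells.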
yeast bub3 – NCI yeast anticancer drug screen, S. cerevisiae bub3 mutant strain. growth inhibition, % at 50 µM. hit rate 9.9% among 78,000;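 also: 0% = growth of vehicle-only cultures of the same strain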
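Steps: expose the mutant yeast strain to compound; grow alongside vehicle-treated cultures; measure growth; express inhibition against the vehicle cultures.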
Active calls of the source: *; nt = not tested or not shown. Rule as the data show it: active = growth inhibition above about 70%; inactive = the rest. An unsorted share of the library; any-hit rate near 14%.

Order of results – yeast rad50, yeast mec2-1, mlh1 rad18, yeast cln2 rad14, sgs1 mgt1, yeast bub3
O=c1/c(=C/c2ccccc2[N+](=O)[O-])sc2nc3ccccc3n12
 : -16.6, -21.4, -47.2, -12.7, -25.9, -21.9
CC(=O)Oc1ccccc1/C=C/C(=O)/C=C/c1ccccc1OC(C)=O
 : 62.1, 60.2, 48.2, 27.1, 45.2, 57.1
CN(C)Cc1cccc(C(F)(F)F)c1C(O)c1ccccc1 (stereo not given)
 : 7.8, -10.2, -14.7, 3.9, -5.3, 7.7
CCCCCCCC/C=C\CCCCCCCC(=O)OCCCCC
 : 15.6, 13.8, 33.6, 60.8, 17.2, 40.5
Cc1nc2c(N3CCOCC3)ncnc2o1
 : 5.2, -1.1, 7.8, -27.4, -5.5, -15.3
Nc1nc2c(ncn2[C@@H](CO)OC(CO)CO)c(=O)[nH]1
 : -2.2, -3.8, -7.0, -11.4, -4.6, -6.2
COC(=O)NC1C(=O)OC2C1CC1OC12 (stereo not given)
 : -63.5, -14.1, -11.8, -48.4, -10.4, 3.3
CC(CC#CCC(C)(COS(C)(=O)=O)COS(C)(=O)=O)(COS(C)(=O)=O)COS(C)(=O)=O
 : 11.9, 8.2, 16.1, 4.5, 14.2, 1.9
NNS(=O)(=O)c1ccc(/C=C2\NC(=O)NC2=O)cc1
 : -4.5, 1.5, 23.9, 13.2, -17.2, -26.4
O=c1c2c3c(sc2nc2n1N=CN(c1ccc(Cl)cc1)C2)CCCC3
 : 8.7, 6.0, -32.0, -5.5, 7.7, -4.7
CN=NNc1ccc(C#N)cc1
 : 7.3, 1.4, 5.5, -14.1, -1.9, -6.7
NC(N)=NS(=O)(=O)c1ccc(N)cc1
 : 45.0, 23.9, 13.0, 14.3, 26.4, 13.3
Cc1cc(Cl)ccc1NC(=O)Oc1ccc(C#N)cc1
 : -13.8, -18.4, -19.4, -10.6, -25.2, -17.1
CCCCCCC1OC(C)C(C)O1 (stereo not given)
 : 30.8, 13.7, 15.4, -5.2, 23.9, -4.0
CC(=O)c1ccccc1
 : 1.4, -12.9, -23.8, -5.7, -16.1, -18.2
O=C1OC(/C=C/c2ccccc2)Sc2ccccc21 (stereo not given)
 : -0.5, 29.8, 32.9, -26.9, 30.9, 89.3*
Cc1c(Cl)ccc2c1S(=O)(=O)c1cccc(Cl)c1-2
 : 20.8, 29.5, 37.2, 0.8, 20.9, 81.3*
COc1ccc2cc3[n+](cc2c1O)CCc1cc2c(cc1-3)OCO2
 : 6.8, -22.8, 22.9, 20.6, 19.0, 22.2
N[C@@H](Cc1c[nH]c2ccccc12)C(=O)Nc1nncs1
 : 7.3, -5.8, -7.5, 19.7, 6.8, -8.9
CCO[C@H]1OC(=O)[C@@H]2C(c3ccc([N+](=O)[O-])cc3)=NO[C@H]12
 : -12.0, -32.5, -29.8, 2.7, -12.9, 4.8
CCCCCCCCCCCCCCCCCCNC(=O)NCc1ccncc1
 : -13.3, 1.8, 9.3, -4.3, -11.3, -0.3
COc1ccc(-c2c3c(cc4cc5c(cc24)OCO5)C(=O)OC3)cc1OC
 : 92.5*, 93.9*, 78.8*, 92.3*, 93.7*, 92.3*
CN1N=Nc2ccccc2C1(O)c1ccc(F)cc1 (stereo not given)
 : 12.7, 7.0, 17.2, -28.7, 12.4, 4.3
OC(c1ccccc1)c1cccc2ccccc12 (stereo not given)
 : 91.3*, 67.3, 43.1, 44.8, -1.9, 67.0
CCCNS(=O)(=O)c1nc2ccccc2s1
 : -26.0, -15.2, -20.8, -22.1, -5.6, 2.6
CCOC(=O)C#Cc1ccc(C#CC(=O)OCC)cc1
 : -0.5, 19.4, 51.0, -3.0, 6.5, 1.9
COc1cc(O)c2c(c1)C(=O)c1cc3c(c(O)c1C2=O)C(OC1OC(C)C(O)C(O)C1OC)C(OC)C(C)(O)C3=O (stereo not given)
 : 92.5*, 93.4*, 92.8*, 89.9*, 93.7*, 93.3*
Nc1ccc2c(c1)[nH]c(=O)c1cccc(Cl)c12
 : 96.1*, 55.3, 93.1*, 63.9, 61.2, 32.5
O=C(OC1(c2ccccc2)CCC1)c1cc([N+](=O)[O-])cc([N+](=O)[O-])c1
 : 6.3, 5.2, -0.7, -19.6, -10.1, -2.2
COc1cc2c(c(OC)c1OC)-c1ccc(SC)c(=O)cc1[C@@H](NC(=O)Oc1ccccc1)CC2
 : 54.0, -0.6, 12.6, 1.6, -2.5, 0.9

Molecules from the list above that contain a carbonyl joined to an NH by a bond outside any ring, in the order listed:
Order of results – yeast rad50, yeast mec2-1, mlh1 rad18, yeast cln2 rad14, sgs1 mgt1, yeast bub3
COC(=O)NC1C(=O)OC2C1CC1OC12 (stereo not given)
 : -63.5, -14.1, -11.8, -48.4, -10.4, 3.3
Cc1cc(Cl)ccc1NC(=O)Oc1ccc(C#N)cc1
 : -13.8, -18.4, -19.4, -10.6, -25.2, -17.1
N[C@@H](Cc1c[nH]c2ccccc12)C(=O)Nc1nncs1
 : 7.3, -5.8, -7.5, 19.7, 6.8, -8.9
CCCCCCCCCCCCCCCCCCNC(=O)NCc1ccncc1
 : -13.3, 1.8, 9.3, -4.3, -11.3, -0.3
COc1cc2c(c(OC)c1OC)-c1ccc(SC)c(=O)cc1[C@@H](NC(=O)Oc1ccccc1)CC2
 : 54.0, -0.6, 12.6, 1.6, -2.5, 0.9

Other entries:
Order of results – yeast rad50, yeast mec2-1, mlh1 rad18, yeast cln2 rad14, sgs1 mgt1, yeast bub3
Nc1ccc(SCc2ccc(C(=O)O)cc2[N+](=O)[O-])cc1
 : 2.5, -6.3, 20.0, 18.2, 16.5, 7.1
O=C(N/C(=C\c1ccc(/C=C(\NC(=O)c2ccccc2)c2nc3cc([N+](=O)[O-])ccc3[nH]2)cc1)c1nc2cc([N+](=O)[O-])ccc2[nH]1)c1ccccc1
 : 65.1, 20.5, 67.5, 2.5, 42.2, -49.5
CCOC(=O)c1c(NC(=O)CCl)ssc1=S
 : 15.2, 28.4, 43.6, 22.8, 42.5, 4.7
COc1cc(C=O)ccc1OC(=O)Nc1cc(C)ccc1C
 : 18.6, -1.9, -6.4, -20.6, -5.3, -6.0
CCCCN(CCCC)CC(O)c1cc(-c2cc(C(O)CN(CCCC)CCCC)c3ccccc3n2)nc2ccccc12 (stereo not given)
 : 50.9, -8.2, 32.4, -6.8, 46.1, 5.3
Cc1cc2c(c3ccccc13)Cc1ccccc1-2
 : -5.7, 9.2, -13.8, 7.3, -7.0, 15.4
CC(=O)OC(C(O)C=O)C(O)C(O)CO (stereo not given) (tested in a mixture with another compound)
 : -0.4, 19.9, -19.4, -14.4, 1.2, 13.1
O=C1C(c2c[nH]c3ccc(Br)cc23)=Nc2ccc(Br)cc21
 : 88.0*, 75.8*, 73.4*, 88.8*, 85.5*, 82.2*
CC(C)c1ccc2c(c1)CCC1C2(C)CCCC1(C)C(O)c1ccccc1 (stereo not given)
 : 9.4, -6.7, 32.1, -17.1, 8.6, 8.1
CCCCC(NC(=O)OCc1ccccc1)C(=O)NC(Cc1c[nH]c2ccccc12)C(=O)O (stereo not given)
 : 37.6, 3.9, 9.2, 17.8, 14.7, 0.4
c1ccc(CCCCCCc2ccccc2)cc1
 : -33.9, -22.0, 1.3, -6.5, -8.5, -14.6
CC12CCC(=O)C=C1CCC1C2CCC2(C)C(C(=O)Cn3c(=O)cc[nH]c3=O)CCC12 (stereo not given)
 : 1.2, -3.7, 1.9, 15.8, -0.5, -1.4
O=C(/C=C/c1ccc(O)cc1)c1ccc(Cl)cc1
 : -17.7, -22.9, -16.4, -36.9, -18.6, 20.4
C/C(=N/S(=O)(=O)c1ccc(Cl)c(Cl)c1)OCC(C)(C)C
 : -29.1, 7.1, -20.0, 10.9, -9.7, -55.5
CCCCS(=O)(=O)CCC(N)C(=O)O (stereo not given)
 : -3.5, -9.4, -11.5, -36.2, 2.6, -4.8
NC(=S)N1N=C2c3ccccc3CC[C@H]2[C@@H]1c1ccc(Cl)cc1
 : 83.0*, 85.8*, 80.2*, 84.7*, 84.8*, 83.2*
O=C(N(CCc1ccc(O)cc1)Cc1ccc2c(c1)OCO2)C(F)(F)F
 : 98.0*, 96.8*, 98.6*, 92.4*, 92.4*, 97.2*
C#CCOc1c(C(=O)OCC)cnc2c1c(C)nn2CC
 : -15.5, -4.4, -10.5, -22.4, 7.0, 43.9
O=C1c2ccccc2S(=O)(=O)c2cc(-c3nn[nH]n3)ccc21
 : -2.6, -29.8, -48.0, 0.6, -22.8, -13.7
Brc1cnc2n[nH]nc2c1
 : -3.6, 1.1, 10.2, -84.8, -5.3, 0.8
CN(C)Cc1ccccc1CC1(O)CCCC1
 : 19.6, -2.8, -12.5, -10.1, -4.3, 0.3
O=C(O)C1CCc2ccccc2C1 (stereo not given)
 : 15.4, 4.0, 3.0, -0.5, 9.8, -2.4
O=C(O)CCSC1=CC(=O)C(SCCC(=O)O)=CC1=O
 : 5.3, -13.2, -15.2, -75.7, -1.4, 4.9
O=C1C(O)=C(Cl)C(=O)C(O)=C1Cl.[Zn+2]
 : -40.5, -25.8, -26.8, -9.1, -10.2, -16.9
Cc1cccc(-n2cc(C#N)c3c(C)cc(C)nc32)c1
 : -13.2, 3.2, 8.4, -25.5, -1.4, 13.6
CCOC(=O)Nc1nc2ccc(Cn3cccc3)cc2[nH]1
 : 17.8, -12.5, -0.9, 6.0, 10.9, -1.9
O=C(O)CSc1ccccc1Cl
 : -14.2, -18.8, -17.9, 7.0, -17.6, -5.2
Nc1cccc2c1[nH]c(=O)c1ccccc12
 : 78.8*, 64.0, 91.2*, 77.9*, 51.9, 75.8*
COC(=O)/C(=N\NC(N)=O)C(C(=O)C(=O)Nc1ccccc1OC)c1nc2ccc([N+](=O)[O-])cc2[nH]c1=O (stereo not given)
 : 47.5, 35.1, 58.6, -39.5, 6.2, 42.5
CC(=O)c1cccc(NC(=O)OC2CCCC(C)C2)c1 (stereo not given)
 : 29.8, 60.7, 43.1, 19.4, 59.6, 54.0
Clc1ccccc1Nc1nc(Nc2ccccc2Cl)nc(Nc2ccccc2Cl)n1
 : 21.1, 19.4, 6.0, 37.9, 21.6, 7.3
COc1cc2c(cc1O)C1C(O)C(O)C=C3CCN(C2)C31 (stereo not given)
 : 85.5*, 84.8*, 86.9*, 84.0*, 82.5*, 85.5*
CCN(CC)P(=S)(c1ccccc1CCP(=S)(c1ccccc1)c1ccccc1)N(CC)CC
 : 91.2*, 98.6*, 97.1*, 96.8*, 97.6*, 59.6
Cc1ccc(-c2c(C#N)c(O)n(NS(=O)(=O)c3ccccc3)c(=O)c2C#N)cc1
 : 4.5, 6.4, -11.7, 0.8, -30.4, -14.3
CC(C)(CO)NC(=O)COc1ccc(Cl)cc1Cl
 : 18.6, 23.1, 21.4, 27.6, 28.8, 22.8
C1=CC2C3CSCC3C1C1CC21 (stereo not given)
 : 8.0, -7.8, -3.0, -35.1, -4.4, -17.0
CCc1c(CN)c(CC)c(CNC2=NCCN2)c(CC)c1CNC1=NCCN1
 : 13.6, 3.5, 15.2, 10.9, 12.2, 12.8
CCC(C(=O)OC)C(=O)c1ccccc1 (stereo not given)
 : -17.2, -19.5, -17.4, -25.5, -14.6, -2.1
CC(O)CNC(=O)Nc1ccccc1 (stereo not given)
 : -26.9, -26.8, -17.6, -5.2, -9.8, 4.0
CCCCN(CCCC)CCC(O)c1cc(-c2ccc(C(F)(F)F)cc2)nc(-c2ccc(C(F)(F)F)cc2)c1 (stereo not given)
 : 24.3, -4.9, -41.2, -8.7, -37.6, -55.6
O=C(c1ccccc1)N(CCCl)C(=O)N(CCCl)C(=O)c1ccccc1
 : 78.0*, 48.9, 68.0, nt, nt, nt
Oc1ccc(Cl)cc1-c1cc(-c2ccccc2)nc(=S)[nH]1
 : -12.7, -34.8, -3.6, -0.2, -17.6, -1.3
CC(=O)Oc1ccc(-c2cc3ccccc3oc2=O)cc1OC(C)=O
 : -42.4, 1.1, -27.4, -10.0, -15.9, 0.7
CC(=O)N(C)c1ccc(N)cc1
 : 33.5, 25.2, 36.5, -2.4, 24.9, 31.8
CCCCCCCCCCCCCC(=O)OCC(COC(=O)c1cccnc1)OC(=O)c1cccnc1 (stereo not given)
 : 18.8, -0.8, 8.0, -70.6, 11.6, -17.6
O=C(Nc1ccccc1)C1(c2ccccc2)CCCCC1
 : -3.2, -5.3, 13.4, -33.1, 6.8, 13.3
S=c1nc(Oc2ccc(Cl)c(Cl)c2)[nH]c(=S)[nH]1
 : -4.8, -6.7, -29.6, -6.1, -42.8, -8.6
COc1ccc2ccccc2c1Cc1c(OC)ccc2ccccc12
 : -11.7, 8.7, 9.3, 7.7, -2.7, -6.3
C#CC(CCC)NCCCC (stereo not given)
 : 16.2, -8.9, -1.9, 3.0, -8.8, -4.9
CCCCCCCCCCCCCCO
 : 21.9, -22.8, 16.9, -54.8, -19.7, 1.3

Screening results as filed in PubChem.
